Source: PubChem BioAssay (several laboratories)
Neddylation inh: cullin neddylation inhibition; P61081+Q13564; TR-FRET cullin neddylation, biochemical; calls only at 25 µM; 0.58% of 360,000 active; in the data active means inhibition above about 36%
Target sequence (P61081 whole entry, looked up): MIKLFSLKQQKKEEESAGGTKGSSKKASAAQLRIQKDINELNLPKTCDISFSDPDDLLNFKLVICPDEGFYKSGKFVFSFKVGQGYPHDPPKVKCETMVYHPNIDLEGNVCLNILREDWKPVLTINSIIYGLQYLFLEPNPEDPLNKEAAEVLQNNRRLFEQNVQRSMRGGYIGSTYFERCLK
Target sequence (Q13564 whole entry, looked up): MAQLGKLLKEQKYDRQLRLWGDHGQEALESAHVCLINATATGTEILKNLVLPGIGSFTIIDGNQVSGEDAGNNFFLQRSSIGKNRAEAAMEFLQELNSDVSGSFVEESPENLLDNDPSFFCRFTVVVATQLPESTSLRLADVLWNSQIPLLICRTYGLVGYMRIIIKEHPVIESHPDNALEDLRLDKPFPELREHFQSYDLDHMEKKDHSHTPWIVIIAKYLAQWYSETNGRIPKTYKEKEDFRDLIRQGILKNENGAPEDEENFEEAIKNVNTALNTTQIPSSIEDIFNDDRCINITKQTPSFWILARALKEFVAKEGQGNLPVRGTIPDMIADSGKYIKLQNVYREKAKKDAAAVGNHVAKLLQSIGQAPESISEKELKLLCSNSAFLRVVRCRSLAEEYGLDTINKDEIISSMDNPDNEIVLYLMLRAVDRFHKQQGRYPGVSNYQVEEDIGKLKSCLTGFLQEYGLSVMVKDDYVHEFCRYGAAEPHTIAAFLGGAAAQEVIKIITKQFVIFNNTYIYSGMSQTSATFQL
NadD block: blocks S. aureus nicotinate mononucleotide adenylyltransferase. purified NadD enzyme, colorimetric absorbance read-out. inhibition, % at 20 µM. 0.78% of 360,000 active. AID 602399; in the data active means inhibition above about 26%; further: some compounds past the cut are filed as inactive
Tb MetRS inh: blocks T. brucei methionyl-tRNA synthetase activity; purified T. brucei MetRS, ATP depletion, Kinase-Glo luminescence; inhibition, % at 11.9 µM; 0.4% of 360,000 active;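 active means inhibition above a per-plate cutoff of the control wells' mean inhibition plus 3 SD, cut at about 5.5% in these data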;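 further: 0% = DMSO wells median and 100% = median of wells with control inhibitor compound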
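technique = Kinase-Glo luminescence, ATP depletion format | system = purified MetRS (methionyl-tRNA synthetase) enzyme from Trypanosoma brucei | timing = 15 min preincubation, 2 h reaction, all 25 °C | evaluation = percent inhibition versus plate control medians | dosing = single dose, 11.9 µM final nominal, 0.9% final DMSO | also added = substrates ATP, L-methionine and bulk Escherichia coli tRNA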
CendR NRP1 mod: modulators of CendR peptide binding to human neuropilin-1. O14786. FAM-RPARPAR peptide binding to NRP-1, fluorescence polarization. inhibition, % at 25 µM. 0.85% of 360,000 active;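 active means inhibition or corrected inhibition above about 18%, plus a signal ratio from 0.5 to 1.5, limit read from the data, passing the limit was not always enough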; further: strong numbers were not always called active
DNMT1 block: blocks human DNA methyltransferase DNMT1; P26358; DNMT1 molecular beacon, Hinp1I cleavage, fluorescence; inhibition (reported as % activation of signal), % at 10 µM; 0.83% of 360,000 active; AID 588458; in the data active means inhibition above about 50%
SUMO1 PPI mod: modulators of human SUMO1-mediated protein-protein interactions; inhibition, % at 20 µM; SUMO1 binding to a labelled peptide, TR-FRET, 1 h; P63165; 0.33% of 360,000 active; AID 602429; in the data active means inhibition above about 37%
Scp1 inh: blocks human Scp-1 phosphatase activity; Q9GZU7; Recombinant Scp1, phosphopeptide, malachite green phosphate absorbance; inhibition, % at 20 µM; 0.88% of 340,000 active; AID 493091;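 active means inhibition above about 50% at 20 µM, limit read from the data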;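 further: plate controls were DMSO wells with enzyme for no effect and wells lacking enzyme for full effect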
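Test system – truncated SCP-1 phosphatase (76-261aa) · Reagent – Phosphorylated 17-residue peptide substrate · Incubation – 45 min room-temperature reaction, 5 min colour, 30 min stabiliser · Detection – colorimetric phosphate reagent with accelerator and stabiliser, absorbance at 630 nm · Measure – % inhibition at 20 µM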
SKN-1 inh: C. elegans SKN-1 inhibition; C. elegans VP596 Pgst-4::GFP/RFP ratio, acrylamide-induced, 24 h; inhibition, % at 21.8 µM; 0.49% of 360,000 active; AID 624304;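 active means interference check ratio from 0.5 to 1.5 plus GFP to RFP signal ratio inhibition reaching or exceeding a fixed threshold, cut at about 30% in these data, passing the limit was not always enough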; further: some compounds called inactive have numbers as strong as hits
LMPTP inh: LMPTP (human) inhibition; inhibition, % at 20 µM; P24666; recombinant LMPTP-A, OMFP fluorogenic substrate, fluorescence intensity; AID 651560; 0.22% of 360,000 active;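 active means compounds that cut the enzyme signal by at least half of the control window in the single-dose screen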;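 further: plate controls were DMSO wells with enzyme plus substrate for no effect and substrate without enzyme for full effect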
Target sequence (P24666 whole entry, looked up): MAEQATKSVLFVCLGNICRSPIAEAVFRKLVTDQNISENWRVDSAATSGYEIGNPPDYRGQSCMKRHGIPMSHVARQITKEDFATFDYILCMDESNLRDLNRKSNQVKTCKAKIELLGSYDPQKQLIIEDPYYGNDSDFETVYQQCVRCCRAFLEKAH
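Test system: LMPTP-A phosphatase enzyme. Amount: LMPTP-A at 0.625 nM final in the reaction. Reagent: OMFP substrate, 400 µM final. Times: 50 min at room temperature. Signal: endpoint fluorescence intensity from OMFP dephosphorylation. Read-out basis: % inhibition. Benchmarks: no-enzyme and uninhibited controls.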
STEP inh: STEP (human) phosphatase inhibition | P54829 | recombinant STEP, OMFP fluorogenic substrate, fluorescence | inhibition, % at 20 µM | 0.25% of 360,000 active;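 active means inhibition at 20 µM, scaled per plate between control wells, above about 37%, limit read from the data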;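 further: 0% = DMSO with enzyme and substrate and 100% = substrate only without enzyme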
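Assay system: isolated STEP enzyme. Buffer or medium: pH 6.0 Bis-Tris with DTT and Tween 20. Also added: fluorogenic phosphatase substrate OMFP at 25 µM final. Dosing: 20 µM, 1% DMSO. Timing: 20 min reaction, room temperature, in the dark. Measured by: fluorescence intensity, excitation 480 nm, emission 540 nm. Evaluation: normalized % inhibition.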
The depositor's hits bear a star; i = inactive; nt = no result given.

Each structure is followed by: Neddylation inh, NadD block, Tb MetRS inh, CendR NRP1 mod, DNMT1 block, SUMO1 PPI mod, Scp1 inh, SKN-1 inh, LMPTP inh, STEP inh
COc1ccc(NC(=O)NC2CCCCCCC2)c(OC)c1
    i, 0, -0.4, -6, 1, -2, -8, -7, 1.2, 2
CCOC(=O)C1=C(CN2c3ccccc3CC2C)NC(=O)NC1c1ccccc1 (stereo unspecified)
    i, 18, -1.1, 11, 18, -5, -2, 24, 1.0, -2
CCc1ccc(NC(=O)CC2C(=O)Nc3c2c(=O)n(C)c(=O)n3C)cc1 (stereo unspecified)
    i, 0, -0.4, 10, 9, 1, -1, 18, 1.4, -2
NC(=O)CCCn1c(C(=O)c2ccc(Cl)cc2)c2ccc([N+](=O)[O-])cc2[n+]1[O-]
    i, 0, 0.1, 3, 4, -32, -11, 7, -0.6, -2
CCOc1ccccc1CNc1ncnc2ccc(-c3c(C)noc3C)cc12
    i, -4, -0.2, 12, -6, -2, -2, 7, 1.3, 7
COc1cc(S(=O)(=O)N2CCOCC2)ccc1F
    i, -4, -0.2, -5, 1, 1, -7, 19, -0.2, 0
COC(=O)c1cn(NC(=O)c2ccccc2[N+](=O)[O-])c(=O)c2ccccc12
    i, -1, -0.7, 6, 0, 7, 3, -5, -1.0, -1
CC1=C(C(=O)OCC(C)C)C(c2ccccc2Cl)NC(=O)N1C (stereo unspecified)
    i, 1, -0.1, 4, 0, 6, -10, 3, 0.3, 1
CCC(C)NCCOc1ccc(C(C)(C)c2ccccc2)cc1 (stereo unspecified)
    i, -6, 0.1, -3, 1, -1, 1, 10, -0.3, 0
Cc1c(NC(=O)c2ccc(N3C(=O)C4C5C=CC(C5)C4C3=O)cc2)c(=O)n(-c2ccccc2)n1C (stereo unspecified)
    i, -1, -0.1, 11, 4, 1, -10, 26, -1.0, -2
CC(=O)c1cc2c(cc1NC(=O)Cn1nc(-c3ccc(F)cc3)ccc1=O)OCO2
    i, -4, -0.9, 2, -3, -21, -3, 3, 0.5, 0
CCOC(=O)C1(CC2CCCCO2)CCN(S(=O)(=O)c2ccccc2)CC1 (stereo unspecified)
    i, -7, -0.8, 3, -2, 1, -5, 93, -0.3, 0
Cc1cc(C(=O)Nc2ccncc2)ccc1[N+](=O)[O-]
    i, -2, 0.7, -2, 3, -22, -15, -10, -0.7, 5
CCSCCOC(=O)C1=C(C)NC(=O)NC1c1ccc2c(c1)OCO2 (stereo unspecified)
    i, -3, -0.6, -4, -3, 10, -16, 26, -2.1, 1
O=C1CC(c2ccccc2)=NN1c1nc(-c2ccccc2)cs1
    i, 13, -0.1, -9, -11, 15, -13, 0, 2.6, -4
CC(Sc1nc(=O)cc(N)n1CCc1ccccc1)C(=O)NCc1ccccc1 (stereo unspecified)
    i, -3, -1.1, -6, 1, 2, 0, -8, -1.2, 2
CCOC(=O)c1c(-c2ccccc2)csc1NC(=S)NC
    i, -6, -0.2, 20, 0, 8, -6, 9, 0.7, 0
O=C(CSc1nnc(Cn2c(=O)sc3ccccc32)n1-c1ccccc1)N1CCCC1
    i, 4, 0.0, 4, 0, 6, -7, -4, 0.6, 0
COC(=O)C(C)N1C(=O)S/C(=C\c2cc(C)n(-c3ccccn3)c2C)C1=O (stereo unspecified)
    i, -3, -0.2, -14, 1, -11, -13, 19, 0.0, 1
Cc1ccc(CNC(=O)CCc2nc(-c3cccs3)no2)cc1
    i, 0, -0.7, 1, -2, 0, 19, 4, -0.6, -2
O=C(C[C@H]1C/C=C\C[C@H](Cc2ccc(F)cc2)C(=O)OC[C@@H]2CCCN2C1=O)N[C@H](CO)Cc1ccccc1
    i, 2, -0.4, 1, 7, 0, 1, 5, -0.5, 0
COc1ccc(-n2c(SCC(=O)N3CCCC(C)C3)nnc2-c2cccnc2)cc1 (stereo unspecified)
    i, -3, -0.6, 20, -1, -6, 9, -7, -0.6, -2
Cc1cc(NC(=O)CN2CCN(c3ccccn3)CC2)ccc1Br
    i, -10, -0.4, 10, -1, -4, 2, -10, 2.4, -2
Nc1ccccc1N=Nc1ccccc1N
    i, -1, -0.2, 8, -16, -30, -3, 26, 3.9, 4
CCn1c(C)c(C(C)=O)c(N2CCCC2)nc1=S
    i, -1, -0.9, 6, 3, 0, -11, 11, -1.4, -1
O=C(CSc1ccc(-c2ccc(Cl)cc2)nn1)Nc1ccc2c(c1)OCCO2
    i, 9, -0.2, 13, 15, 1, -5, 6, 2.3, 0
Cc1[nH]n(-c2ccccc2)c(=O)c1/C=N/NC(=O)c1ccoc1C
    i, 4, -0.1, -1, -6, 5, -7, -2, -1.4, 1
CCN(C(=O)CSc1nnc(-c2ccccc2OC)n1N)c1c(N)n(Cc2ccccc2)c(=O)[nH]c1=O
    i, 3, -0.4, 0, 8, -3, -3, -3, -1.6, 0
Nc1c(C(=O)Nc2ccc3c(c2)OCCO3)nnn1CCc1ccccc1
    i, -5, -0.4, 15, 1, 6, -13, 7, 0.8, 0
COc1ccc(C(=O)c2ccc(Br)cc2)cc1
    i, -4, 0.1, 6, 2, 2, -6, 0, 0.6, 1

Sorted by heavy-atom count (falling): part of the list above
Each structure is followed by: Neddylation inh, NadD block, Tb MetRS inh, CendR NRP1 mod, DNMT1 block, SUMO1 PPI mod, Scp1 inh, SKN-1 inh, LMPTP inh, STEP inh
Cc1c(NC(=O)c2ccc(N3C(=O)C4C5C=CC(C5)C4C3=O)cc2)c(=O)n(-c2ccccc2)n1C (stereo unspecified)
    i, -1, -0.1, 11, 4, 1, -10, 26, -1.0, -2
CCOC(=O)C1=C(CN2c3ccccc3CC2C)NC(=O)NC1c1ccccc1 (stereo unspecified)
    i, 18, -1.1, 11, 18, -5, -2, 24, 1.0, -2
COC(=O)c1cn(NC(=O)c2ccccc2[N+](=O)[O-])c(=O)c2ccccc12
    i, -1, -0.7, 6, 0, 7, 3, -5, -1.0, -1
CCc1ccc(NC(=O)CC2C(=O)Nc3c2c(=O)n(C)c(=O)n3C)cc1 (stereo unspecified)
    i, 0, -0.4, 10, 9, 1, -1, 18, 1.4, -2
O=C1CC(c2ccccc2)=NN1c1nc(-c2ccccc2)cs1
    i, 13, -0.1, -9, -11, 15, -13, 0, 2.6, -4
CCOC(=O)c1c(-c2ccccc2)csc1NC(=S)NC
    i, -6, -0.2, 20, 0, 8, -6, 9, 0.7, 0
COc1ccc(C(=O)c2ccc(Br)cc2)cc1
    i, -4, 0.1, 6, 2, 2, -6, 0, 0.6, 1

Further results
Each structure is followed by: Neddylation inh, NadD block, Tb MetRS inh, CendR NRP1 mod, DNMT1 block, SUMO1 PPI mod, Scp1 inh, SKN-1 inh, LMPTP inh, STEP inh
O=C(CCN1C(=O)c2ccccc2S1(=O)=O)N1CCN(c2ccccc2F)CC1
    i, 3, -0.2, 4, -1, 1, -3, -16, -0.4, -1
Cc1nc2cc(NC(=O)Nc3ccc(Br)cc3)ccc2o1
    i, 1, -0.1, -14, -7, 4, -3, 8, 0.0, 1
O=c1[nH]c(NCc2ccco2)nnc1Cc1ccccc1Cl
    i, 5, 3.5, -4, 3, 2, 1, -3, -1.5, -2
O=C(c1cc(-c2ccco2)nc2ccccc12)N1CCN(Cc2ccccc2)CC1
    nt, 11, 0.1, -10, -3, -2, -6, 2, 0.7, 3
O=C(Nc1nc(-c2ccc(Oc3ccccc3)cc2)cs1)C1=COCCO1
    i, -2, -0.2, -10, -15, -5, -14, 5, 4.7, -1
COc1ccccc1NCC(=O)N/N=C/c1cccnc1
    i, 4, -0.1, 2, -6, -5, -2, 2, 15, 3
COc1ccc(C2C3=C(CC(C)(C)CC3=O)OC(N)=C2[N+](=O)[O-])cc1 (stereo unspecified)
    i, 3, -0.6, -4, -3, -5, -1, 1, -0.6, -3
O=C(OCC(=O)N1CCCC1)c1ccccc1C(=O)c1ccccc1
    i, -6, 0.1, 13, -3, -2, -10, 3, -1.2, -2
Cc1cc2oc(C(=O)Nc3ccc(S(=O)(=O)N4CCCC(C)C4)cc3)cc(=O)c2cc1Cl (stereo unspecified)
    i, 28, 0.0, -9, 4, 1, -10, 3, -0.7, 1
Cc1c(C(=O)NC(C)c2ccncc2)oc2ccccc12 (stereo unspecified)
    i, 2, 0.2, 0, -2, 1, -4, 9, -1.0, -1
O=C1C(C=Nc2ccc(F)cc2)=C(O)c2ccccc21
    i, -7, 0.0, 11, 13, -13, -9, 11, 1.9, -2
CCn1nnnc1-c1ccc(OC)c(S(=O)(=O)Nc2ccc(OC)cc2)c1
    i, 4, 0.0, 6, 0, -3, -4, 14, 0.2, 1
COc1ccccc1-n1ccnc1SCC(=O)NCc1ccco1
    i, -6, -1.0, 2, 0, -1, 8, -1, -1.8, 0
Cc1ccc(N=Nc2[nH]c3ccccc3c2O)cc1
    i, 8, -0.7, 121, 0, -8, 8, 5, -1.1, -5

Single records, as listed above. Order of screens: Neddylation inh, NadD block, Tb MetRS inh, CendR NRP1 mod, DNMT1 block, SUMO1 PPI mod, Scp1 inh, SKN-1 inh, LMPTP inh, STEP inh
CCn1nnnc1-c1ccc(OC)c(S(=O)(=O)Nc2ccc(OC)cc2)c1 in the list: i, 4, 0.0, 6, 0, -3, -4, 14, 0.2, 1
Cc1ccc(N=Nc2[nH]c3ccccc3c2O)cc1 in the list: i, 8, -0.7, 121, 0, -8, 8, 5, -1.1, -5

No enrichment for hits. Share with any hit: about 4.6%.
